Screens from PubChem BioAssay.
VHR inh color = VHR1 (DUSP3) phosphatase inhibition; hit rate 0.7% among 50,000; inhibition, % at 20 µM; recombinant VHR phosphatase, colorimetric substrate read-out; P51452; AID 1992; in the data active means inhibition above about 60%; further: some results filed as inactive read as strong as hits
Target sequence (P51452 whole entry, looked up): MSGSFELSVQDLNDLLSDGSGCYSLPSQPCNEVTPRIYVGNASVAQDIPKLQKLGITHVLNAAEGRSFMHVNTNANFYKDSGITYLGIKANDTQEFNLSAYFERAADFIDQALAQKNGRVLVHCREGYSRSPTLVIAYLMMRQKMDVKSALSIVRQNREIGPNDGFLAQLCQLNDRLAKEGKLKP
Active calls of the source: *. Not all compounds are listed; rates above refer to the full screens.

SMILES	VHR inh color
CC1=NNC(=O)C1CCC(=O)N/N=C/c1c(O)ccc2ccccc12 (centres undefined)	12
CCOC(=O)c1ccc(NC(=O)CN(c2ccccc2OC)S(=O)(=O)c2ccccc2)cc1	1
CCC(C)NCC(=O)NCCNc1ccc([N+](=O)[O-])cc1Cl (centres undefined)	-2
CCOc1cccc(N2C(=O)CC(SC(=NCc3ccc(OC)cc3)Nc3ccccc3)C2=O)c1 (centres undefined)	-2
COC(=O)C1=CNC=C(C(=O)OC)C1c1cccc(C)c1	-1
Cc1cccc(OCC(=O)NCc2ccccn2)c1	-12
CCOC(=O)c1nc(NC(=O)/C=C/c2ccco2)sc1C	1
COc1ccc(/C=C/C(=O)N2CCC(C)CC2)cc1Br	-14
COc1ccc(CCN2C(=O)CC(NCCc3ccc(S(N)(=O)=O)cc3)C2=O)cc1OC (centres undefined)	-6
O=C(CCCN1C(=O)/C(=C\c2cccs2)SC1=S)NC12CC3CC(CC(C3)C1)C2	-10
COC(=O)C1=C(C(=O)OC)C2(OC1c1cccc(F)c1)C(=O)c1ccccc1C2=O (centres undefined)	-8
CCOC(=O)c1ccc(NC(=O)CN(c2ccc(OC)cc2)S(C)(=O)=O)cc1	-5
OCCNCCCOc1cc(Cl)ccc1Cl	-12
O=C(Nc1ccc2c(c1)oc1ccccc12)c1cccc(C(F)(F)F)c1	-6
COc1ccc(C2Nc3cccc4cccc(c34)N2)cc1Br	33
COc1cc(OC)c(C2NC(=S)NC(C)=C2C(=O)Nc2ccc(Cl)cc2)cc1OC (centres undefined)	-8
COC(=O)c1ccccc1NS(=O)(=O)c1ccc(NC(C)=O)cc1	-6
CCCCOC(=O)Nc1ccc(S(=O)(=O)Nc2ccc(F)cc2)cc1	-22
O=C1NC(=S)N(c2ccc(Br)cc2)C(=O)/C1=C/c1cccs1	-6
O=C1c2cccc3cccc(c23)C(=O)N1CCN1CCN(S(=O)(=O)c2ccc(I)cc2)CC1	-1
COc1ccc(/C=N/Nc2nc(-c3ccc(C)cc3)nc3ccccc23)c(OC)c1	-8
Cc1cccc(NC(=O)C(=O)NCCC(C)C)c1C	-14
O=C1CC(=O)N(c2ccc(Br)cc2)C(=S)N1	50
Cc1cc(C=C2C(=O)NC(=O)NC2=O)c(C)n1-c1ccc(Br)cc1	-34
CC(=O)c1ccc(NC(=O)CSc2nc(C)cc(C)n2)cc1	1
SMILES	VHR inh color
CC1(C)CC(=O)C2=C(C1)OC1=C(C(=O)CC(C)(C)C1)C2c1ccc(-c2ccccc2Cl)o1	-17
CCc1c(C)nc2[nH]nc(-c3ccccc3Cl)n2c1=O	-27
O=c1ccc([N+](=O)[O-])ccc1NCc1ccccc1	11
Cn1c(=O)c([N+](=O)[O-])c(NCc2ccccc2)c2ccccc21	-1
CCOC(=O)c1cccc(NC(=O)c2c(OC)cccc2OC)c1	-1
COc1ccc(CN2CCN(S(=O)(=O)c3ccc(C)cc3)CC2)cc1OCc1ccccc1	2
O=C1OC2(c3ccc(N4N=N4)cc3Oc3cc(N4N=N4)ccc32)c2ccccc21	-3
O=C(/C=C/c1ccc([N+](=O)[O-])o1)c1ccc(Br)cc1	-4
COc1ccc(/C=C2/SC(=O)N(CC(=O)Nc3ccc(F)c(Cl)c3)C2=O)cc1OC	-7
Cc1cc([N+](=O)[O-])cc2c1NC(=O)C2=O	6
CCCn1c(C(O)(c2ccccc2)c2ccccc2)nc2ccccc21	-2
CC(C)Oc1cc2oc(=O)cc(-c3ccccc3)c2cc1Cl	-2
COC(=O)C(C(=O)OC)C(=O)c1ccc(C)cc1	-15
O=C(COc1ccc(Br)cc1)Nc1ccc(N2CCOCC2)cc1	-29
COc1ccc(/C(C)=N/NC(=O)c2cccc(Cl)c2)c(OC)c1	2
CCN1C(=O)/C(=C\c2ccccc2OCCOCCOc2ccc(C)cc2)SC1=S	7
Cc1ccc(N=Cc2ccc(Br)s2)cc1[N+](=O)[O-]	2
O=C(Nc1nc(-c2ccc(Cl)cc2)cs1)c1ccc(S(=O)(=O)N2CCOCC2)cc1	-15
Cc1cc(C(=O)c2ccccc2)c2[nH]cc(C)c2c1	-17
CCOc1cc(/C=C2\SC(=S)N(c3ccccc3)C2=O)ccc1OC(=O)c1cccc([N+](=O)[O-])c1	-4
Cc1ccc(/C=c2\sc3nnc(-c4ccccc4)n3c2=O)cc1	6
O=C(Nc1cccc2ccccc12)NC1CN2CCC1CC2 (centres undefined)	-4
COc1cc(NC(=O)CCc2ccccc2)c(OC)cc1Cl	2
COC(=O)c1ccccc1NC(=O)CSc1nnc(-c2cccc(F)c2)n1-c1ccccc1	-3
COc1ccccc1OCCn1cc(C=C2C(=O)N(C)C(=O)N(C)C2=O)c2ccccc21	-29
SMILES	VHR inh color
O=C(Nc1ccc2ccccc2c1)c1ccc(Cl)c(Cl)c1	-7
CCC(CC)N1CCN(Cc2ccc(OC)c(OC)c2OC)CC1	15
O=C(O)c1ccccc1SCCCN1C(=O)c2ccccc2C1=O	1
Cc1ccc(N2C(=O)CC(NCc3cccc4ccccc34)C2=O)cc1 (centres undefined)	-4
C#Cc1cccc(NC(=O)CN2C(=O)c3ccccc3C2=O)c1	-1
CC1=C(c2ccccc2)[N+](=O)C(C)(C)N1[O-]	-4
COc1cccc(OCCNC(=O)Cc2cccc3ccccc23)c1	-18
Clc1ccc(-c2nc(-c3ccccn3)no2)cc1	-4
CN1c2ccccc2C(C)(C)C12C=Nc1c(ccc3cc4ccccc4cc13)O2 (centres undefined)	-45
COC(=O)c1ccc(N2C(=O)c3cccc([N+](=O)[O-])c3C2=O)cc1	-18
COc1ccc(C(=O)NNC(=O)Nc2ccc(Cl)cc2)cc1	-11
O=C(CNC(=O)c1ccccc1Cl)Nc1ccc(Br)cc1C(=O)c1ccccc1	-29
CC(=O)c1oc2ccc3c(C)cc(=O)oc3c2c1-c1ccccc1	0
Cc1cccc(-c2noc(-c3ccc(Br)cc3)n2)c1	-15
COc1ccc(OC)c(C(c2c(C)[nH]n(-c3ccccc3)c2=O)c2c(C)[nH]n(-c3ccccc3)c2=O)c1	12
CCc1nc2ccccc2n1CC(O)COCc1ccccc1 (centres undefined)	9
COc1cccc(NC(=O)CN(c2ccc(F)cc2)S(=O)(=O)c2ccccc2)c1	6
Cc1cc(C)nc(SCC(=O)N2c3ccccc3Sc3ccc(C(F)(F)F)cc32)n1	-2
Cn1c(=O)c(Cl)c(O)c2ccccc21	-21
COC(=O)c1cccc(NC(=O)CCOc2ccccc2)c1	0
COc1ccc2oc(=O)c(C(=O)Nc3ccc(C(C)=O)cc3)cc2c1	-11
CC(C)(C)NCCN1CCn2c1nc1ccccc12	-13
COc1ccc(S(=O)(=O)N(CC(=O)Nc2ccc3c(c2)OCO3)c2ccc(C)cc2)cc1OC	14
S=c1[nH]nc(-c2cc3ccccc3o2)n1-c1ccccc1	-8
C/C(=N\N=C1\NC(=O)C(CC(=O)Nc2ccccc2C)S1)c1ccc(F)cc1 (centres undefined)	7

Part of the list above, reformatted.
| structure | VHR inh color |
| --- | --- |
| C#Cc1cccc(NC(=O)CN2C(=O)c3ccccc3C2=O)c1 | -1 |
| CC1=C(c2ccccc2)[N+](=O)C(C)(C)N1[O-] | -4 |

Next section.
SMILES	VHR inh color
COc1ccc(Cl)cc1C(=O)N1CCN(c2cccc(C)c2C)CC1	-11
O=C(c1cccc(Br)c1)N1CCN(c2ccc(F)cc2)CC1	18
O=C(N/N=C/c1c(Cl)cccc1Cl)c1cc(-c2ccc(Br)cc2)n[nH]1	-1
Cc1nc2ccccc2c2c1C(=O)N(c1cccc(O)c1)C2=O	7
COc1cccc(NC(=O)CN(c2ccc(OC)c(Cl)c2)S(=O)(=O)c2ccccc2)c1	-2
O=C(CCC(=O)OCC(F)(F)C(F)F)Nc1nc2ccccc2s1	-12
CN(C)c1ccc(NC(=O)COc2ccccc2Cl)cc1	84
C/C(=N\N=C\c1ccccc1)C1C(=O)c2ccccc2C1=O	-18
O=C(CSc1nc2ccccc2c(=O)n1-c1ccccc1)c1cc(Cl)sc1Cl	-15
Cc1cc2nc(-c3cc(N)ccc3Cl)oc2cc1C	-10
O=C(O)c1cccc(CP(=O)(c2ccccc2)c2ccccc2)c1	-28
COC(=O)C1=C(C)N(C)C(C)=C(C(=O)OC)C1c1ccccc1OCc1ccccc1	21
COc1ccc(N(CC(=O)O)S(C)(=O)=O)c(OC)c1	-20
Oc1ccccc1/C=N/Nc1cc(N2CCCCC2)nc(N2CCCCC2)n1	-14
O=C(Nc1ccccc1)c1c(NC(=S)Nc2ccccc2)sc2c1CCCC2	25
CCCC(CCC)C(=O)Nc1ccc2c(c1)N(C(=O)CN1CCOCC1)c1ccccc1CC2	6
COc1ccc(-c2noc(COc3ccc(C)cc3Br)n2)cc1	-24
C#CCOC(=O)/C=C/c1cccc([N+](=O)[O-])c1	10
Cn1c(=O)c2c(nc(NCCOc3ccc(F)cc3)n2C)n(C)c1=O	4
CC1=C(C(=O)OCc2ccccc2)C(c2ccccc2I)C2=C(CCCC2=O)N1 (centres undefined)	1
N#Cc1c(/N=C\c2ccc(N3CCCCC3)c([N+](=O)[O-])c2)sc2c1CCCC2	3
CCCN1C(=O)c2ccccc2NC1c1c(Cl)cccc1Cl (centres undefined)	-6
O=C(Nc1ccccc1)Nc1nnc(-c2cccc(F)c2)s1	-32
O=C(On1c(-c2ccccc2)nc2ccccc2c1=O)c1cccc([N+](=O)[O-])c1	-11
CCOc1ccc2cc(S(=O)(=O)n3nnc4ccccc43)ccc2c1	-9

20 consecutive records already listed, for reference:
SMILES	VHR inh color
O=C(CCC(=O)OCC(F)(F)C(F)F)Nc1nc2ccccc2s1	-12
CN(C)c1ccc(NC(=O)COc2ccccc2Cl)cc1	84
C/C(=N\N=C\c1ccccc1)C1C(=O)c2ccccc2C1=O	-18
O=C(CSc1nc2ccccc2c(=O)n1-c1ccccc1)c1cc(Cl)sc1Cl	-15
Cc1cc2nc(-c3cc(N)ccc3Cl)oc2cc1C	-10
O=C(O)c1cccc(CP(=O)(c2ccccc2)c2ccccc2)c1	-28
COC(=O)C1=C(C)N(C)C(C)=C(C(=O)OC)C1c1ccccc1OCc1ccccc1	21
COc1ccc(N(CC(=O)O)S(C)(=O)=O)c(OC)c1	-20
Oc1ccccc1/C=N/Nc1cc(N2CCCCC2)nc(N2CCCCC2)n1	-14
O=C(Nc1ccccc1)c1c(NC(=S)Nc2ccccc2)sc2c1CCCC2	25
CCCC(CCC)C(=O)Nc1ccc2c(c1)N(C(=O)CN1CCOCC1)c1ccccc1CC2	6
COc1ccc(-c2noc(COc3ccc(C)cc3Br)n2)cc1	-24
C#CCOC(=O)/C=C/c1cccc([N+](=O)[O-])c1	10
Cn1c(=O)c2c(nc(NCCOc3ccc(F)cc3)n2C)n(C)c1=O	4
CC1=C(C(=O)OCc2ccccc2)C(c2ccccc2I)C2=C(CCCC2=O)N1 (centres undefined)	1
N#Cc1c(/N=C\c2ccc(N3CCCCC3)c([N+](=O)[O-])c2)sc2c1CCCC2	3
CCCN1C(=O)c2ccccc2NC1c1c(Cl)cccc1Cl (centres undefined)	-6
O=C(Nc1ccccc1)Nc1nnc(-c2cccc(F)c2)s1	-32
O=C(On1c(-c2ccccc2)nc2ccccc2c1=O)c1cccc([N+](=O)[O-])c1	-11
CCOc1ccc2cc(S(=O)(=O)n3nnc4ccccc43)ccc2c1	-9

More results follow:
SMILES	VHR inh color
O=C(Nc1cc(Cl)cc(Cl)c1)c1cccc(Cl)c1Cl	-4
CCCOc1cccc(C(=O)Nc2cc3nn(-c4ccc(OC)cc4)nc3cc2C)c1	5
O=C(CCNc1ccccc1)c1ccc([N+](=O)[O-])cc1	-2
CC(C)C12CN3CC(C(C)C)(CN(C1)C31C(=O)Nc3ccccc31)C2=O (centres undefined)	-3
CS(=O)(=O)N(CC(=O)N(Cc1ccccc1)Cc1ccccc1)c1ccc(Cl)cc1	-15
O=C1CC(c2ccc(Cl)cc2)c2cc(Br)c3ccccc3c2N1 (centres undefined)	-15
COC(=O)c1cccc(NC(=O)c2c(-c3ccccc3Cl)noc2C)c1	5
COc1cc([N+](=O)[O-])ccc1-c1ccc(/C=C(\C#N)C(N)=O)o1	-25
COc1cc(C(=O)Nc2ccc(S(=O)(=O)NC(C)=O)cc2)cc(OC)c1OC	-14
C/C(=N\NC(=O)c1cc(-c2ccccc2)n[nH]1)c1ccccc1	-13
O=C(O)CSc1ccc(I)cc1C(=O)O	-11
Cc1cc(C)c2nc3s/c(=C\c4cccc(Br)c4)c(=O)n3c2c1	-32
O=C1OC(c2ccccc2)=N/C1=C1/c2ccccc2-c2ccc([N+](=O)[O-])cc21	1
COc1ccc(/C(O)=C2/C(=O)C(=O)N(CCCCCC(=O)O)C2c2ccccc2[N+](=O)[O-])cc1 (centres undefined)	-8
COc1ccc(C2CC(=O)C3=C(C2)Nc2ccccc2NC3c2ccc(O)c([N+](=O)[O-])c2)cc1OC (centres undefined)	-1
CCOc1ccc(C2=C/C(=C/c3ccc(Br)o3)C(=O)O2)cc1	-10
O=[N+]([O-])c1ccc(NCCNS(=O)(=O)c2ccccc2)c(Cl)c1	-22
O=C(Nc1ccc(Cl)cc1)c1ccc(CN2CCN(c3ccccc3)CC2)cc1	-8
COc1ccc(-c2cc(C(=O)NN)c3cc(Br)ccc3n2)cc1	-9
COC(=O)C1=C(C)N=c2s/c(=C\c3ccc(-c4ccccc4C(=O)O)o3)c(=O)n2C1c1ccccc1 (centres undefined)	7
CC(NC(=O)C(=O)NCCN1CCN(C(=O)c2ccc([N+](=O)[O-])cc2)CC1)c1ccccc1 (centres undefined)	-12
C/C(=N\NC(=O)c1cc(C2CC2)[nH]n1)c1ccc(Cl)cc1	0
CCOC(=O)C(=C/C(C)=C/c1ccco1)C(=O)OCC	-8
COc1cc(/C=C2/C(=O)NN(c3ccc(C)c(C)c3)C2=O)cc([N+](=O)[O-])c1O	40
O=C(c1cccc([N+](=O)[O-])c1)c1ccc2c(c1)C(=O)N(NC(=O)c1ccco1)C2=O	-20
C/C(CC(=O)Nc1cccc2c1CCCC2)=N\NC(=O)C(=O)NC1CCCCC1	-34
CCOc1ccccc1NC(=O)CN(c1ccc(C)c(Cl)c1)S(C)(=O)=O	-5
CCOC(=O)C1(C)C(Br)=C(O)C(=O)N1c1ccccc1 (centres undefined)	3
